Assay outcomes deposited in PubChem by National Center for Advancing Translational Sciences (NCATS).
Tb PYK inh – blocks Trypanosoma brucei pyruvate kinase. Q57TT1. TbPYK enzyme, Kinase-Glo Plus ATP luminescence, 45 min. Potency, µM (top dose mostly 76.8 µM), for the others: at the top dose activity, negative = inhibition, most hits filed as inhibitors. 0.12% of 410,000 active. AID 624173; note: potency is the fitted concentration of half-maximal effect; % is set by controls: 0 for no effect and ±100 for the full control effect; nearly all actives have a fitted effect of over 50% in size
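Quantitative HTS: titrated library compounds versus trypanosomal pyruvate kinase in TEA buffer (pH 7.2) containing KCl, MgCl2, BSA and Tween-20. Reactions were initiated with ADP, 130 uM final. Kinase-Glo Plus luminescence was read after 45 min at RT.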
Shiga toxin inh – blocks Shiga toxin action in Vero cells | 9.2% of 290,000 active | Vero cells, Shiga toxin protein synthesis inhibition reporter | inhibition, % at 38.7 µM; in the data active = inhibition mostly above about 28%, no sharp cut-off; inactive = mostly below about 43%; note: 0% is about no effect
Pf growth 48h – inhibits P. falciparum growth in the first generation, 48 h; P. falciparum luciferase growth in erythrocytes, 48 h; Potency, µM (doses to about 28.7 µM), without a hit: at the top dose activity change, negative = inhibition, hits mostly inhibitors; 5.9% of 310,000 active; note: potency is the fitted concentration of half-maximal effect; % is set by controls: 0 for no effect and ±100 for the full control effect
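Parasite viability was followed by luminescence of a genomically integrated firefly luciferase. Cultures held 0.1% parasitemia at 2% hematocrit (final), incubated under 5% CO2 at 37 C.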
LmPK inh – blocks Leishmania mexicana pyruvate kinase activity; 0.37% of 290,000 active; purified LmPK, Kinase-Glo ATP luminescence, 1 h; Q27686; Potency, µM (titrated, usually from 57.5 µM), for inactives: top-dose activity change, negative = inhibition, most hits filed as inhibitors; note: potency is the fitted concentration of half-maximal effect; % is set by controls: 0 for no effect and ±100 for the full control effect
Target sequence (Q27686 whole entry, looked up): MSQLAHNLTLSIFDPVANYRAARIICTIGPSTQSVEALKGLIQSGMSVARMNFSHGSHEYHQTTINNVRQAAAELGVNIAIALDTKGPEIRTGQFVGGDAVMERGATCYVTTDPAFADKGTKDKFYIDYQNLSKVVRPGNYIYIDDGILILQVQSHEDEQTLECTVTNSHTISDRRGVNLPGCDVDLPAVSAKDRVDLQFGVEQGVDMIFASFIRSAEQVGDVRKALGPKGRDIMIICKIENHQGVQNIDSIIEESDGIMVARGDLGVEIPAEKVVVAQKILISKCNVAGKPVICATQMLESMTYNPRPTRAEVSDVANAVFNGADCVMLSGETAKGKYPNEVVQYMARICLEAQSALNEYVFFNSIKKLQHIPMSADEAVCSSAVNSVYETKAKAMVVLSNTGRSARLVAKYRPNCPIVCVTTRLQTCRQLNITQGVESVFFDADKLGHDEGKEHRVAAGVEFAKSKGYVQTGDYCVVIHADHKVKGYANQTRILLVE
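Purified LmPK (0.1 nM) with 0.5 mM PEP and 0.1 mM ADP in imidazole buffer pH 7.2 with MgCl2/KCl, 1 h at room temperature. ATP formed was read by luciferase luminescence and normalized to no-enzyme and uninhibited controls.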
Pf growth 96h – P. falciparum growth inhibition at 96 hours; P. falciparum luciferase reporter growth, 96 h; Potency, µM (top dose mostly 28.7 µM), without a hit: top-dose activity change, negative = inhibition, actives largely listed as inhibitors; 6.9% of 320,000 active; AID 504834; note: potency is the fitted concentration of half-maximal effect; % is set by controls: 0 for no effect and ±100 for the full control effect
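P. falciparum expressing integrated firefly luciferase, in erythrocytes at 2% hematocrit, 0.05% parasitemia, incubated with compounds 96 h at 37 C, 5% CO2. Growth inhibition read as loss of luminescence; two-generation exposure targets delayed-death apicoplast inhibitors.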
Cycloheximide cs – counter-screen hit for Shiga toxin inhibitors, cycloheximide. cell reporter, cycloheximide protein synthesis inhibition counterscreen. max response, %. 12% of 300,000 active. AID 2314; in the data active = max response mostly above about 13%, no sharp cut-off; inactive = mostly below about 14%; note: read at 38.3 µM for the half of the compounds with a filed dose; 0% is about no effect
AMA1-RON2 inh – AMA1-RON2 (P. falciparum) interaction inhibition; AlphaScreen AMA1-biotinylated RON2 peptide binding; Potency, µM (highest dose often 58.2 µM), for the others: top-dose activity change, negative = inhibition, most hits filed as inhibitors; 0.2% of 360,000 active;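 note: potency is the fitted concentration of half-maximal effect; 0% = vehicle wells and -100% = peptide control; nearly all actives have a fitted effect of over 45% in size; some results filed as inactive show a strong effect at the top dose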
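AMA1 (3D7) with his tag at 25 nM final met compounds first, then biotinylated RON2 peptide at 25 nM; detection used donor plus acceptor beads, 10 µg/mL apiece, read by AlphaScreen after 30 min at room temperature.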
Active calls of the source: *; u = inconclusive; x = not tested or not shown; [ ] = dose if it differs, or a comment. Unless noted, calls come from the whole dose curve; as a rule, active = well fitted curve in the direction sought with a large enough effect; inconclusive = small, poorly fitted or top-dose-only effect, or another doubt; inactive = no such curve, though single readings can be large; an effect the other way counts as inactive or inconclusive. An unsorted share of the library; about 21% have a hit in one of these screens.

SMILES | Tb PYK inh | Shiga toxin inh | Pf growth 48h | LmPK inh | Pf growth 96h | Cycloheximide cs | AMA1-RON2 inh
Cc1ccc(S(=O)(=O)N[C@H](C(=O)N2CCC(C(=O)N[C@H](C(=O)O)c3ccccc3)CC2)C(C)C)cc1 | 0.1% | 0.6 | 31.6%[activator] | -10.8% | 33.6%[activator] | -4.8 | -1.7%
CC(C)OC(=O)CSc1nnc(-c2ccc(Cl)cc2Cl)o1 | 1.1% | -17.6 | 25.3% | -11.0% | 84.5%[activator] | -2.0 | 28.3%
Cc1ccc(-c2csc3nc4c5ccccc5c(NCCCN(C)C)nn4c(=O)c23)cc1 | -2.3% | -2.1 | u | -4.2% | u | -1.3 | 14.8%
CCc1ccc(C(=O)COC(=O)C(Cc2ccccc2)NC(=O)c2ccc(Cl)cc2)cc1 (centres undefined) | 0.8% | 28.7 | 20.6% | -0.9% | 13.0% | 3.6 | -13.6%
Cc1cccc(NC(=O)Nc2ccc3c(c2)N(C)C(=O)CS3)n1 | -2.7% | 17.0 | x | -2.8% | 10.4µM* | 10.9 | 3.9%
O=C(O)COc1ccc2c(c1)O/C(=C\c1cccs1)C2=O | -2.9% | 5.4 | 11.2% | -14.2% | 19.2% | -1.4 | -10.9%
CO[C@H]1O[C@H](C)[C@@H](O)C[C@H]1NC(=O)OCc1ccccc1 | -18.1% | -8.3 | 26.0% | -5.7% | -21.3% | 3.6 | -3.8%
Cc1[nH]n(-c2ccc([N+](=O)[O-])cc2)c(=O)c1C=NCC1CCCO1 (centres undefined) | -1.7% | 37.0 | 147.3%[activator] | -1.4% | 98.5%[activator] | -0.2 | -12.3%
Cc1ccc2c(C)c(C(=O)N3CCN(c4cnccn4)CC3)oc2c1C | -10.5% | 66.0 | u | -2.6% | u | 10.3 | -11.7%
CC(C)=C1C2C=CC1C1C(=O)N(c3ccc4c(c3)OCO4)C(=O)C21 (centres undefined) | -2.7% | 29.1 | -12.1% | 8.9% | x | 8.0 | 18.7%
CCCCNC(=O)CCC(=O)Nc1ncc(-c2ccc(C)cc2)n1C | -0.5% | 27.3 | 34.3%[activator] | -1.0% | x | 14.6 | 68.7%[activator]
O=C(CSc1ccc2nnc(-c3ccc(Cl)cc3)n2n1)N1CCc2ccccc21 | -18.7% | -3.2 | 7.1% | -8.0% | 14.6% | -2.2 | 0.1%
CCOc1cc(/C=C2\C(=O)N(Cc3ccc(C)cc3)C(C)=C2C(=O)OC)ccc1O | -10.1% | -13.2 | u | -2.4% | 18.3% | -2.5 | u
C#CCN1C(=O)S/C(=C\c2ccc(-c3ccc(C(=O)O)cc3C)o2)C1=O | -22.3% | 41.8* | 12.4% | -3.7% | 98.6%[activator] | 38.8* | -0.1%
CCCN(CC(=O)Nc1ccc(F)c(F)c1F)C(=O)c1ccc(N2CCCC2=O)cc1 | 2.5% | x | -24.2% | x | u | x | -1.5%
Cc1ccc(-c2noc(CCC(=O)NCc3ccco3)n2)cc1 | -2.5% | 31.7 | 13.0% | 8.2% | x | 16.6 | -2.3%
Clc1cc(Cl)cc(NC2=NCCS2)c1 | -3.6% | -5.2 | -7.5% | 1.7% | 19.5% | 14.4 | 4.0%
CCn1c(=O)c([N+](=O)[O-])c(NCc2ccco2)c2ccccc21 | 0.3% | -1.0 | -1.1% | -4.6% | -12.4% | 5.6 | 0.2%
CC(C(=O)Nc1ccc(OCc2ccccc2)cc1)N1CCCC1 (centres undefined) | -0.2% | 32.8* | 76.0%[activator] | -6.1% | 0.0% | 28.1* | -0.4%
COc1ccc(-c2cc(C(F)(F)F)n3nc(C(=O)N4CCN(C(=O)c5ccco5)CC4)cc3n2)cc1 | -3.6% | -9.2 | u | -1.8% | 15.3% | -1.6 | -3.4%
CCn1c(=O)c([N+](=O)[O-])c(NC2CCS(=O)(=O)C2)c2ccccc21 (centres undefined) | 0.8% | -23.2 | 0.5% | -5.2% | -4.9% | -1.2 | -5.6%
C=C[C@]1(C)C=C2CCC3[C@](C)(CCC[C@@]3(C)C(=O)O)C2CC1 (some centres undefined) | -4.0% | x | -28.3% | x | 0.9% | x | 6.2%
Cc1ccccc1N1CCN(c2ccc(NC(=O)C3CCCCC3C(=O)O)cc2)CC1 (centres undefined) | -13.3% | 13.7 | 3.4% | 0.1% | -3.2% | -2.0 | -5.2%
COc1ccc(C2/C(=C(/O)c3ccccc3)C(=O)C(=O)N2C)c(OC)c1 (centres undefined) | 2.6% | x | 10.0% | 2.0% | u | 5.9 | -3.0%
COC(=O)c1cccc(NC(=O)CCNC(=O)c2ccc([N+](=O)[O-])cc2)c1 | -1.8% | -4.3 | 12.0% | -0.1% | -47.8% | -3.1 | 4.9%
Oc1ccc(N2CCN(C(c3cccnc3)c3nnnn3Cc3ccccc3)CC2)cc1 (centres undefined) | -36.9% | -6.2 | u | -8.6% | u | -0.9 | -3.7%
COc1ccc(C(=O)CSc2nc3ccccc3n2CC(=O)c2ccccc2)cc1 | 3.0% | 15.2 | u | 1.8% | 0.5% | -2.0 | -6.0%
CCOC(=O)C1=C(C)NC(=O)NC1c1ccc(OC)c(CN2CCOCC2)c1 (centres undefined) | 2.2% | -2.2 | u | -1.5% | x | 4.0 | -7.6%
CCCCn1c(NCc2ccncc2)nc2ccccc21 | 2.0% | -5.9 | u | -0.9% | 58.8%[1.15 µM] | -1.4 | -0.5%
Cc1cc(C)cc(C(=O)NN2CCOCC2)c1 | -11.2% | -14.8 | 0.5% | -0.9% | u | 0.8 | -5.0%
O=C1/C(=C/c2cc3c(cc2Cl)OCO3)N2CCC1CC2 | x | 9.8 | 15.6% | -0.8% | 0.0% | -1.8 | x
CC(c1ccco1)N(C(=O)Nc1ccc(Cl)cc1)c1ccccn1 (centres undefined) | -2.2% | 12.3 | 10.1% | 2.9% | -4.1% | 10.6* | -3.8%
O=C(CCCC(=O)N1CCN(c2cccc(Cl)c2)CC1)c1ccccc1 | 0.8% | 25.1* | -4.3% | -4.3% | 4.4% | 19.7* | -10.6%
CCOc1ccc(N2C(=O)CC(N3CCN(C(=O)c4ccco4)CC3)C2=O)cc1 (centres undefined) | 2.0% | -6.6 | 1.7% | 1.3% | 5.4% | 1.0 | 5.4%
O=C(Cn1nnc(-c2ccccc2)n1)NCc1cccs1 | -9.0% | 10.7 | 21.0% | 16.9% | x | 5.0 | u
C=CCSC(=S)NC1CCS(=O)(=O)C1 (centres undefined) | -15.8% | 6.9 | -3.7% | -2.7% | -7.7% | -6.9 | 22.3%
NC(=O)CSc1nnc(-c2cc(-c3ccc(Cl)cc3)nc3ccccc23)o1 | -3.6% | -9.0 | 37.8%[activator] | 5.9% | -32.5%[5.75 µM] | -3.3 | 15.6%
Cc1cc(Nc2ccc(C)c(C)c2)n2nc(C)nc2n1 | -3.4% | 13.7 | 0.738µM* | 2.5% | u | -3.3 | -23.2%
CCCc1nnc(NC(=O)CN2CCN(C)CC2)s1 | -5.0% | -1.6 | 7.7% | 0.3% | 20.2% | -1.8 | 23.4%
CCn1c(SCC(=O)c2c(N)n(C3CC3)c(=O)[nH]c2=O)nc2cc(S(N)(=O)=O)ccc21 | 5.3% | x | u | x | u | x | 2.6%

Two neighbouring entries from above, for reference:
SMILES | Tb PYK inh | Shiga toxin inh | Pf growth 48h | LmPK inh | Pf growth 96h | Cycloheximide cs | AMA1-RON2 inh
COc1ccc(C(=O)CSc2nc3ccccc3n2CC(=O)c2ccccc2)cc1 | 3.0% | 15.2 | u | 1.8% | 0.5% | -2.0 | -6.0%
CCOC(=O)C1=C(C)NC(=O)NC1c1ccc(OC)c(CN2CCOCC2)c1 (centres undefined) | 2.2% | -2.2 | u | -1.5% | x | 4.0 | -7.6%

By substructure, those above containing an aryl methoxy group (four)
SMILES | Tb PYK inh | Shiga toxin inh | Pf growth 48h | LmPK inh | Pf growth 96h | Cycloheximide cs | AMA1-RON2 inh
COc1ccc(-c2cc(C(F)(F)F)n3nc(C(=O)N4CCN(C(=O)c5ccco5)CC4)cc3n2)cc1 | -3.6% | -9.2 | u | -1.8% | 15.3% | -1.6 | -3.4%
COc1ccc(C2/C(=C(/O)c3ccccc3)C(=O)C(=O)N2C)c(OC)c1 (centres undefined) | 2.6% | x | 10.0% | 2.0% | u | 5.9 | -3.0%
COc1ccc(C(=O)CSc2nc3ccccc3n2CC(=O)c2ccccc2)cc1 | 3.0% | 15.2 | u | 1.8% | 0.5% | -2.0 | -6.0%
CCOC(=O)C1=C(C)NC(=O)NC1c1ccc(OC)c(CN2CCOCC2)c1 (centres undefined) | 2.2% | -2.2 | u | -1.5% | x | 4.0 | -7.6%

The list goes on:
SMILES | Tb PYK inh | Shiga toxin inh | Pf growth 48h | LmPK inh | Pf growth 96h | Cycloheximide cs | AMA1-RON2 inh
O=C1NC(=O)N(c2ccc(F)cc2)C(=O)/C1=C/c1ccsc1 | u | -2.1 | 16.9% | 2.5% | 0.0% | -1.3 | 3.1%
O=C(Nc1ccncc1)Nc1ccc(F)cc1 | 2.5% | 30.2 | 6.57µM* | 7.7% | u | 21.6* | 4.6%
CC(=O)N1CCc2cc(S(=O)(=O)NCCCN3CCN(Cc4ccccc4)CC3)ccc21 | -1.4% | -12.4 | x | 4.9% | 4.6% | -4.9 | -25.4%
O=C(CN1C(=O)c2ccccc2S1(=O)=O)NC1CC2CCC1C2 (centres undefined) | -4.5% | -3.0 | x | 3.1% | -28.7% | -6.0 | -4.6%
CN(C)C(=S)NCc1ccccc1 | u | 3.6 | -2.3% | -3.4% | 40.4%[activator] | 0.2 | 17.5%
COc1ccc(S(=O)(=O)Nc2ccc3c(c2)COC3=O)cc1OC | x | -3.0 | 30.2%[activator] | -3.6% | x | -0.2 | -4.5%
Cn1c(Cn2cnc([N+](=O)[O-])n2)nnc1SCC(=O)Nc1ccc(Br)cc1 | -1.8% | -11.1 | -27.0% | -8.1% | 37.4%[activator] | -2.2 | 3.2%
O=C(CN(Cc1cccs1)C(=O)c1csnn1)NC1CCCC1 | -0.4% | 6.4 | -4.8% | -0.8% | u | -4.6 | -14.1%
COC(=O)c1c(Cl)c2n3ccccc3c(C)c(-c3ccccc3)c-2c1C(=O)OC | -14.4% | -4.1 | u | 5.5% | 10.4µM* | -2.9 | u
C=CCn1c(O)c(C(C)=Nc2ccc3c(c2)CCC3)c(=O)[nH]c1=O | 2.6% | 24.3 | u | 4.3% | -19.8% | 14.2 | 2.7%
CCNc1nc(Oc2ccc(F)cc2)cc(C(F)(F)F)n1 | -4.0% | -6.0 | -1.7% | -3.1% | 7.0% | 1.4 | 22.8%
CCOc1ccc(NC(=O)C(=O)NCC2CCCN2CC)cc1 (centres undefined) | -1.9% | -3.8 | 33.9%[activator] | 0.2% | 51.6%[activator] | 0.6 | 4.5%
N=C1/C(=C\c2ccc(OCc3ccccc3)cc2)C(=O)N=C2SC(N3CCCC3)=NN12 | x | 45.3* | 3.1% | 5.0% | -27.3% | 27.1* | x
COc1ccc(C(C(=O)NC2CCCC2)N(C(=O)Cc2cccs2)C2CC2)cc1OC (centres undefined) | 3.2% | -2.0 | -15.3% | -0.7% | 0.0% | -4.9 | 8.9%
CCCc1nc2ccc(NC(=O)c3ccco3)cc2c(=O)n1Cc1ccccc1Cl | -1.1% | 0.3 | 2.33µM* | 6.3% | -0.4% | 1.3 | -6.9%
